Screening data as filed in PubChem.
MITF primary: MITF inhibitors, primary screen, biochemical, AlphaScreen, human; Microphthalmia-associated transcription factor (Homo sapiens), O75030; AlphaScreen MITF homodimerization, bead proximity signal; inhibition, % at 2.6 µM; actives 0.91% (n = 650,000); AID 1259374, 2018; in the data active means inhibition above about 50%;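 further: 0% = vehicle wells with protein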
Target sequence (O75030 whole entry, looked up): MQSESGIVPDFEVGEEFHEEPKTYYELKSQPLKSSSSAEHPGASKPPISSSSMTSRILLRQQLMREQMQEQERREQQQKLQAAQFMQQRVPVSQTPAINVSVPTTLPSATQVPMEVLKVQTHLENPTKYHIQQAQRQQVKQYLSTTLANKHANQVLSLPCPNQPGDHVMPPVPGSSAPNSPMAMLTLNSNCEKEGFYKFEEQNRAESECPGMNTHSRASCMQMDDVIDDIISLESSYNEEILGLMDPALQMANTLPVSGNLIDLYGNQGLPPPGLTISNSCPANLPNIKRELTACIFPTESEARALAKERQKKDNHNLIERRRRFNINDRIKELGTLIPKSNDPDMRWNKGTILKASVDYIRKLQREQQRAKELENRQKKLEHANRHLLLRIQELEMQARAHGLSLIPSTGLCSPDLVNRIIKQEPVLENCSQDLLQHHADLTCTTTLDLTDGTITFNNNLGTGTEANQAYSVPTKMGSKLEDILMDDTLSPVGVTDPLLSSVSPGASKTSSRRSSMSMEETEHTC
FBW7 act: FBW7 E3 ligase activators, primary screen, biochemical, AlphaScreen, human | AlphaScreen FBW7–phospho-cyclin E peptide binding, activator screen | actives 0.13% (n = 650,000) | AID 1259310, 2017 | normalized activity (activation), % at 26.1 µM; in the data active means normalized activity above about 1.9%;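 further: purified mutant Fbw7 with reduced substrate affinity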
TEAD-YAP block: TEAD-YAP interaction inhibition, primary screen, TEAD-YAP interaction inhibitor project, luminescence, HEK-TIYL cells. TEAD-Gal4/YAP UAS-luciferase luminescence. inhibition, % at 9.12 µM. actives 1.4% (n = 640,000); in the data active means inhibition above about 32%;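 further: 0% = median of test compound wells and 100% = reference inhibitor wells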
GPR151 activ: activators of human GPR151, primary screen, cell-based, PathHunter beta-arrestin, luminescence; PathHunter beta-arrestin GPR151 cells; activation, % at 11.2 µM; actives 1% (n = 650,000); in the data active means activation above about 4.9%;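 further: 0% = median of compound wells and 100% = cells with positive control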
Target sequence (Q8TDV0 whole entry, looked up): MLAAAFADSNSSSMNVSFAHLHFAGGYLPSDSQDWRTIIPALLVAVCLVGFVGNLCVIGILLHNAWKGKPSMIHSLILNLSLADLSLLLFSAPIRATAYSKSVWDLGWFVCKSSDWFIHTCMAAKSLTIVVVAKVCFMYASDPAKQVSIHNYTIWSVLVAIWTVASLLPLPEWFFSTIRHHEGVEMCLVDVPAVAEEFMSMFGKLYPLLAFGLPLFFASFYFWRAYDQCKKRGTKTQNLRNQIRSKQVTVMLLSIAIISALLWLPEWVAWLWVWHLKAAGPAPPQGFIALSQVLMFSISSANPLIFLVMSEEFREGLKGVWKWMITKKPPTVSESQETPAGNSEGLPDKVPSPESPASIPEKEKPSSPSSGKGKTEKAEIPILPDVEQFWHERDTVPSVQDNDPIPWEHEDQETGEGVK
An asterisk follows results filed as active.

SMILES	MITF primary	FBW7 act	TEAD-YAP block	GPR151 activ
Cc1ccc2nc(N3CCOCC3)c3nncn3c2c1	18	0.0	-4	-1.9
CCCC(=O)N1CC2(C)CN(C(=O)CCC)CC(C)(C1)C2=O	0	-0.1	-6	1.6
NC(=O)c1ccccc1OCC(=O)Nc1cccc(Br)c1	-12	-0.2	-89	1.2
OC1CCN(Cc2ccc3c(c2)CN(Cc2cc4ccccc4o2)CCO3)CC1	9	0.0	5	0.5
COc1ccc(-c2nc(NCCO)c3ncn(C4CCCCC4)c3n2)cc1	12	0.3	-4	6.0*
CCN(CC)S(=O)(=O)c1ccc(N/N=C/c2ccc(OC)cc2OC)c([N+](=O)[O-])c1	4	0.1	0	1.1
CC(C)(O)C#Cc1ccc(C(=O)N2CCOc3ccc(CN4CCOCC4)cc3C2)cc1	13	0.0	0	0.9
O=C1/C(=C\c2ccc[nH]2)SC(=S)N1c1cccc([N+](=O)[O-])c1	10	0.1	-1	-1.0
CC(C)(C)NCC(O)COc1ccc(Cl)cc1 (stereo not given)	3	-0.1	-2	2.6
CC(Oc1ccc(Cl)cc1Cl)C(=O)NNC(=O)c1cc(Cl)ccc1O (stereo not given)	20	0.0	1	-1.4
Cc1cc(C(F)(F)F)nn1CC(=O)Nc1ccc([N+](=O)[O-])cc1Cl	14	0.7	1	-0.3
COc1ccc(Nc2nc(N)nc(SCc3nnc(C)s3)n2)cc1	-4	-0.2	-66	3.1
O=C(N/N=C\c1ccc(N2CCCC2)c([N+](=O)[O-])c1)c1ccccn1	-4	-0.2	-40	-0.2
O=C(CSc1nc2cc(C(=O)NCC3CCCO3)ccc2c(=O)n1Cc1ccco1)NC1CCCCC1 (stereo not given)	-9	0.1	-1	5.2*
Cc1cc(OCC(=O)Nc2nc(-c3ccccc3)cs2)cc(C)c1Cl	4	0.1	3	0.4
Cc1ccc(OCC(=O)Nc2ccccc2)c(Br)c1	4	0.0	70*	0.3
CCOc1ccccc1NC(=O)c1c(NC(=O)c2ccccc2F)sc2c1CCC2	7	0.1	-5	-1.4
CCOc1ccc(N(C)S(=O)(=O)c2ccc3[nH]cc(C(=O)N4CC(C)CC(C)C4)c(=O)c3c2)cc1 (stereo not given)	14	0.0	10	0.2
CCOC(=O)c1ccccc1NC(=O)c1cn(CC)c2nc(C)ccc2c1=O	16	0.0	-4	-0.1
CCc1ccccc1N(C)S(=O)(=O)c1ccc2[nH]cc(C(=O)NC3CCCC3)c(=O)c2c1	0	0.0	8	0.2
Cc1[nH]c2ccccc2c1C=Nc1ccc(C(N)=O)cc1	-16	-0.1	5	0.5
CC12CC3CC(C)(C1)CC(CCCC(=O)O)(C3)C2	14	0.0	-1	-1.5
O=C(CNS(=O)(=O)c1cccs1)Nc1ccc(Cl)cc1	-6	-0.1	-17	-0.1
COc1cccc(NC(=O)CS(=O)(=O)c2cccc3nsnc23)c1	2	0.1	14	-0.3
CCn1c(SCc2ccc([N+](=O)[O-])cc2)nc2c(c1=O)SCC2	-6	0.0	-2	2.9
Later entries
SMILES	MITF primary	FBW7 act	TEAD-YAP block	GPR151 activ
CCOc1ccc2nc3c(cc2c1)CN(Cc1ccccc1)C(=O)CO3	7	0.1	-2	-0.4
CCOC(=O)c1cnc2ccc(OCC)cc2c1Nc1ccc(Cl)cc1C	7	0.0	-2	-0.5
Cc1cc(C)cc(NC(=O)NC2CCN(CC(=O)Nc3ccc4c(c3)OCO4)CC2)c1	21	0.5	-3	0.0
O=C(Nc1ccc(N2CCOCC2)cc1)c1cccc(-n2cc(NC(=O)c3coc4ccccc34)cn2)c1	7	0.2	-9	-0.1
CC1CCCCN1S(=O)(=O)c1ccc(NC(=O)Cn2cnc3ccccc3c2=O)cc1 (stereo not given)	-5	0.0	-5	0.0
Cc1ccc(N2CCCS2(=O)=O)cc1NC(=O)c1ccco1	20	0.1	21	-0.7
CCOc1ccc2c(c1)N(S(=O)(=O)c1ccc(NC(C)=O)cc1)C(C)(C)C=C2C	6	0.1	73*	0.1
CC1=C(C(=O)Nc2cccc(Cl)c2C)C(c2ccc(N(C)C)cc2)NC(=O)N1 (stereo not given)	3	0.9	3	1.2
O=c1[nH]cnc2c1cnn2-c1ccc2ccccc2c1	3	-0.2	-29	-0.3
O=C(N[C@H]1C[C@H]2C(=O)N[C@H](Cc3ccccc3)C(=O)N2C1)c1ccc(C(F)(F)F)cc1	19	0.7	9	-0.2
COc1cc(OC)c(NC(=O)CCc2ccccc2)cc1Cl	-7	-0.2	-3	0.0
CCCOC(=O)c1cccc(NC(=O)COc2cccc(Br)c2)c1	-9	0.6	-9	0.9
O=c1cc(-c2ccccc2)nc(SCCOc2ccccc2F)[nH]1	9	0.1	-13	1.1
CC(=O)c1ccc(OCC(=O)N2CCCC2)cc1	6	0.1	4	0.7
CCOC(=O)c1ccc(NS(=O)(=O)c2ccc(OCC)c3ncccc23)cc1	14	0.2	1	0.5
O=C(CSc1nnc(-c2c[nH]c3ccccc23)n1CC1CCCO1)Nc1ccccc1 (stereo not given)	11	-0.2	13	0.2
Cc1cc(C)c(-c2csc(NC(=O)c3ccc(S(=O)(=O)N(C)C)cc3)n2)c(C)c1	2	0.5	14	0.5
CN(C)CCNC(=O)CC(c1ccccc1)c1ccccc1	7	0.1	0	-1.0
CCOC(=O)C1CCCN(c2c(NCCN3CCCCCC3)c(=O)c2=O)C1 (stereo not given)	1	0.0	-11	1.1
O=C(NCCc1ccc(O)cc1)c1csc(Nc2ccccn2)n1	25	0.2	-5	1.0
COc1ccc(C(=O)NNC(=O)COc2ccc(Br)cc2C)cc1OC	10	0.0	1	-0.4
CC(NC(=O)CN(c1cc(C(F)(F)F)ccc1Cl)S(=O)(=O)c1ccccc1)c1ccccc1 (stereo not given)	-6	0.1	3	-1.5
Cc1onc(-c2ccccc2Cl)c1C(=O)NC12CC3(C)CC(C)(CC(C)(C3)C1)C2	-1	-0.2	-14	-0.1
O=C(O)CC(NCc1cccnc1)c1ccco1 (stereo not given)	-1	0.0	-3	1.0
COc1ccc(S(=O)(=O)Nc2ccc(I)cc2)cc1C	2	-0.1	4	6.8*

A draw from above in order of molecular weight, smallest number first.
SMILES	MITF primary	FBW7 act	TEAD-YAP block	GPR151 activ
O=C(O)CC(NCc1cccnc1)c1ccco1 (stereo not given)	-1	0.0	-3	1.0
COc1cc(OC)c(NC(=O)CCc2ccccc2)cc1Cl	-7	-0.2	-3	0.0
O=C(NCCc1ccc(O)cc1)c1csc(Nc2ccccn2)n1	25	0.2	-5	1.0
CCOc1ccc2nc3c(cc2c1)CN(Cc1ccccc1)C(=O)CO3	7	0.1	-2	-0.4
CCOC(=O)c1cnc2ccc(OCC)cc2c1Nc1ccc(Cl)cc1C	7	0.0	-2	-0.5
Cc1cc(C)cc(NC(=O)NC2CCN(CC(=O)Nc3ccc4c(c3)OCO4)CC2)c1	21	0.5	-3	0.0

Compound profiles (already shown). Values in the order: MITF primary | FBW7 act | TEAD-YAP block | GPR151 activ
O=c1[nH]cnc2c1cnn2-c1ccc2ccccc2c1 in the list: 3 | -0.2 | -29 | -0.3
CCOC(=O)c1ccccc1NC(=O)c1cn(CC)c2nc(C)ccc2c1=O in the list: 16 | 0.0 | -4 | -0.1
Cc1ccc(N2CCCS2(=O)=O)cc1NC(=O)c1ccco1 in the list: 20 | 0.1 | 21 | -0.7

Look-ups from above:
For FBW7 act, CC(=O)c1ccc(OCC(=O)N2CCCC2)cc1 reads 0.1
For GPR151 activ, Cc1onc(-c2ccccc2Cl)c1C(=O)NC12CC3(C)CC(C)(CC(C)(C3)C1)C2 reads -0.1
For TEAD-YAP block, COc1ccc(S(=O)(=O)Nc2ccc(I)cc2)cc1C reads 4

Next section:
SMILES	MITF primary	FBW7 act	TEAD-YAP block	GPR151 activ
Cn1nccc1-c1ccc2cnc(Nc3ccc(-n4cnc(N5CCOCC5)n4)cc3)nc2c1	1	0.2	-17	0.1
CCOC(=O)c1c(NC(=O)CN2CCC(C)CC2)sc(Cl)c1-c1ccc(C)cc1	32	-0.1	8	0.3
O=C1c2cc(Br)c([N+](=O)[O-])cc2C(=O)N1c1cccc(Cl)c1	0	0.1	-7	0.9
Cc1cc(C)c(C(N)=O)c(Nc2ccc(Br)cc2)n1	11	-0.1	-2	-1.7
CC(/C=C/c1ccccc1)=N/NC(=O)c1cc([N+](=O)[O-])cc([N+](=O)[O-])c1	17	0.3	10	0.1
O=C(Nc1c2c(nn1-c1ccc(F)cc1)CSC2)c1ccc(S(=O)(=O)N2CCCCC2)cc1	14	0.3	3	1.7
COc1ccc(C2C(C(N)=O)=C(C)Nc3nc(-c4ccccc4Cl)nn32)c(OC)c1 (stereo not given)	10	0.7	-3	-0.3
Cn1c(CNc2ccccn2)c(C#N)c2ccccc21	-2	-0.2	6	0.7
COc1ccccc1CCC(=O)Nc1ccc2c(c1)CN(Cc1ccc(CO)o1)CC2	6	-0.1	0	-1.3
COc1cc(/C=C2/SC(=Nc3ccccc3F)NC2=O)ccc1O	31	-0.1	0	-1.3
CC(=O)Nc1ccc(OCC(O)CN2CCN(c3cccc(C(F)(F)F)c3)CC2)cc1 (stereo not given)	11	0.1	0	0.4
O=C(Cc1cccc(F)c1)N1CCC(O)(c2ccccn2)CC1	-4	-0.1	0	0.0
CCOC(=O)C1=C(CSc2nnc(N)s2)NC(=O)NC1c1cc(C)ccc1C (stereo not given)	9	0.3	-14	1.1
CNC(=O)CC1Nc2ccccc2NC1=O (stereo not given)	7	0.0	-4	-0.9
COC(=O)C1=C(N)Oc2cc(C)[nH]c(=O)c2C1c1ccc(C(F)(F)F)cc1 (stereo not given)	8	0.1	4	0.7
C=CCNC(=O)c1c[nH]c2ccc(S(=O)(=O)N(C)c3ccccc3OCC)cc2c1=O	10	0.4	-1	0.0
Cc1ccc(CNC(=O)CS(=O)(=O)Cc2nc(-c3ccc(C)cc3)oc2C)cc1	-1	-0.4	-5	-0.5
O=C(Nc1cc(Sc2ccc(Br)cc2)cc([N+](=O)[O-])c1)c1nn2c(C(F)(F)F)cc(-c3ccc(F)cc3)nc2c1Cl	11	0.2	-2	0.1
CCOC(=O)Cn1c(=O)oc2cc(S(=O)(=O)Nc3cc(C)ccc3C)ccc21	0	-0.1	-5	0.5
C/C(CC(=O)Nc1ccc(OCc2ccccc2)cc1)=N\NC(=O)c1ccccc1	-7	-0.3	-60	-0.9
CC(C#N)n1nc(C(=O)O)c2ccccc2c1=O (stereo not given)	-5	-0.2	-3	0.2
COc1ccc(/C=C2/N=C(c3ccc4c(c3)OCO4)OC2=O)cc1Br	6	-0.1	2	-0.1
COc1ccc(NC(=O)c2cccnc2SC)cc1	2	0.4	10	0.0
CCOC(=O)C1=C(N)n2c(s/c(=C\c3c(F)cccc3Cl)c2=O)=C(C(=O)OCC)C1c1c(F)cccc1Cl (stereo not given)	-3	-0.1	7	-1.1
NC(=O)C1CCN(C(=O)COc2ccc(Br)cc2Cl)CC1	4	-0.1	0	2.0
CCCCCOC(=O)C1=C(C)NC(=S)NC1c1ccccc1 (stereo not given)	6	-0.1	19	0.8
CC(C)(C)OC(=O)N1CCC[C@@H]1C(=O)Nc1ccc2[nH]ncc2c1	19	0.0	-3	5.8*
Cc1ccc(C(=O)N/C(=C\c2ccc(Br)cc2)C(=O)Nc2cc([N+](=O)[O-])ccc2C)cc1	11	-0.1	-1	-1.8
COc1ccc(N2C(=O)C(C)C(Cc3ccc(C)cc3)C2=O)cc1 (stereo not given)	9	0.0	-2	-0.3
CC[C@@H](Cn1nc(-c2cccs2)oc1=O)NC(=O)c1cnccn1	-6	-0.2	-1	0.2
